NTR1 ag: agonists of NTR1, primary screen, imaging, U2OS cells, beta-arrestin-GFP, high content (AID 493036); P30989; NTR1-U2OS beta-arrestin-GFP spot imaging, agonist mode; activation, % at 20 µM; 330,000 tested, 0.17% active;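 active = activation at or above 40% of the spot to cytoplasm intensity ratio, with at least 20 cells analyzed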;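 note: 0% = DMSO without peptide and 100% = 100 nM NTR1 peptide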
Target sequence (P30989 whole entry, looked up): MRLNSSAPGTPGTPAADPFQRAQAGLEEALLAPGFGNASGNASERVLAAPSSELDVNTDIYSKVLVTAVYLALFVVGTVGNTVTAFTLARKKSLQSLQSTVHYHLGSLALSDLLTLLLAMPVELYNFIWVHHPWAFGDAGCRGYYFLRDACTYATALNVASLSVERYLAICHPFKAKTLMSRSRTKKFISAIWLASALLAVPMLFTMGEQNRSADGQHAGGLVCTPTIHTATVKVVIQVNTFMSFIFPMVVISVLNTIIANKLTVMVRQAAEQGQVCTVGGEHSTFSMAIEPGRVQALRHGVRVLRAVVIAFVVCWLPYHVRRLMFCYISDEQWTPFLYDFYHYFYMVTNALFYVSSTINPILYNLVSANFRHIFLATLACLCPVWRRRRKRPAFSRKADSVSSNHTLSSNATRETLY
UTI89 phage lysis: inhibition of K1F phage lysis, E. coli UTI89, bacterial capsule biogenesis inhibitors, alamar blue (AID 488966); E. coli UTI89 K1F phage lysis, alamar blue, 2 h; higher % means a stronger effect; 340,000 tested, 0.02% active; one-dose inhibition, % at 100 µM; IC50 in µM for titrated hits;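 active = phage lysis inhibition, versus mean bacterial control, above a set limit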;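 note: capsule biogenesis inhibitors block K1F phage lysis so surviving cells raise fluorescence; higher fluorescence means more inhibition of phage lysis; actives were called in the ten point dose series up to 300 µM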
NS5 inhibitors: Dengue-2 NS5 methyltransferase inhibitors, primary screen, biochemical, confirmation dose response (AID 588689); Dengue-2 NS5 methyltransferase capping enzyme assay, biochemical; higher % means a stronger effect; one-dose inhibition, % at 25 µM; IC50 in µM for titrated hits; 340,000 tested, 0.3% active; in the data active = a potency from the dose series
GPR35 antagonists: inhibition of zaprinast-stimulated GPR35 beta-arrestin translocation – imaging, U2OS, beta-arrestin-GFP, zaprinast agonist, primary screen (AID 2058); U2OS GPR35 beta-arrestin-GFP translocation imaging, zaprinast antagonism; higher % means a stronger effect; one-dose inhibition, % at 10 µM; IC50 in µM for titrated hits; 290,000 tested, 0.052% active;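 active = inhibition of at least 50% with at least 30 cells and total cytoplasm GFP at most 10,000,000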
GPR55 beta-arrestin: selective activators of receptor GPR55 – imaging, U2OS cells, beta-arrestin-GFP redistribution, primary screen (AID 1961). U2OS GPR55 beta-arrestin-GFP redistribution imaging; higher % means a stronger effect. activation, % at 10 µM, or EC50 in µM where a hit was titrated. 290,000 tested, 0.048% active;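 active = activation above 40% with more than 50 cells counted in the well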;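 note: U2OS osteosarcoma cells stably expressing GPR55 and beta-arrestin-GFP; plate controls were DMSO negative control for no effect and LPI positive control for full effect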
SIAH1 antagonists: blockers of Siah-1 interaction with plectin peptide – biochemical, fluorescence polarization, rhodamine-plectin, uHTS, primary screen (AID 1817) | Siah-1 / rhodamine-plectin peptide fluorescence polarization; higher % means a stronger effect | displacement, % at 20 µM; hits with a dose series show IC50 in µM | 290,000 tested, 0.02% active;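 active = displacement of at least 50% at 20 µM, with a fluorescence ratio check between 0.3 and a set limit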;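 note: plate controls were Siah plus tracer with DMSO for no effect and tracer alone without Siah for full effect; strong numbers were not always called active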
AID2073: inhibitors of Mint1-CaV2.2 protein interaction, biochemical, HTRF (AID 2073); HTRF protein-protein interaction, Mint1-CaV2.2; higher % means a stronger effect; one-dose inhibition, % at 20 µM; IC50 in µM for titrated hits; 290,000 tested, 0.19% active; in the data active = inhibition mostly above about 51%, no sharp cut-off; note: some results filed as inactive read as strong as hits
GPR55 LPI antagonism: inhibition of LPI-stimulated GPR55 beta-arrestin translocation – imaging, U2OS, beta-arrestin-GFP, LPI agonist, primary screen (AID 2013). U2OS GPR55 beta-arrestin-GFP translocation imaging, LPI antagonism; higher % means a stronger effect. inhibition, % at 10 µM; hits with a dose series show IC50 in µM. 290,000 tested, 0.13% active;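 active = spots per cell inhibited over 60%, with over 100 cells counted and total cytoplasm intensity under 500,000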;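 note: U2OS cells stably carrying GPR55 and arrestin-GFP stimulated by 5 µM LPI near EC80; imaged beta-arrestin-GFP aggregate spots per cell after agonist stimulation; plate controls were LPI-stimulated DMSO wells for no effect and DMSO wells without LPI for full effect; some results filed as inactive read as strong as hits; confirmed hits need IC50 under 10 µM and bright autofluorescent wells are also inconclusive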
HIV fusion peptide: inhibitors of HIV fusion peptide binding, primary screen, biochemical, uHTS, fluorescence dequenching (AID 1986); cell-free peptide binding, fluorescence dequenching, 30 min; higher % means a stronger effect; inhibition, % at 20 µM, or IC50 in µM where a hit was titrated; 290,000 tested, 0.3% active; in the data active = inhibition mostly above about 52%, no sharp cut-off; inactive = mostly below about 76%; note: some results filed as inactive read as strong as hits
NTR1 ag cell count 20 µM: recorded beside NTR1 ag, whose call it bears; cell count; measured here: cell count, cytotoxicity flag
Active calls of the source: *; i = inactive; / = no result given; [ ] = another dose, or the depositor's remark. Compounds as they come. Share with any hit: about 1.2%.

SMILES	NTR1 ag	NTR1 ag cell count 20 µM	UTI89 phage lysis	NS5 inhibitors	GPR35 antagonists	GPR55 beta-arrestin	SIAH1 antagonists	AID2073	GPR55 LPI antagonism	HIV fusion peptide
CCc1ccc(NC(=O)COc2ccc(F)cc2C(=O)c2cnn(-c3ccccc3)c2)cc1	3.6	49	-3.4%	-7%	3%	1.3%	1%	3%	4%	2.4%
COc1ccccc1C(=O)Nc1cccnc1	-0.3	54	3.1%	-4%	-8%	-1.2%	5%	-3%	3%	-1.6%
CCc1cccc2c(C(=O)COC(=O)C3=NNC(=O)CC3)c[nH]c12	2.2	86	-2.5%	/	-13%	-0.1%	2%	2%	0%	-0.3%
Cn1cc(Br)c(C(=O)NC2CCCCCC2)n1	-0.1	50	0.9%[50 µM]	-5%	-14%	-0.2%	26%	87%	-1%	-0.6%
O=C(COC(=O)c1ccccn1)Nc1cc(Cl)ccc1Cl	-0.9	47	0.0%	3%	-4%	-0.4%	4%	7%	8%	1.0%
COc1ccc(-c2ccnc(SCC(=O)c3ccc(Br)cc3)n2)cc1	5.3	49	1.8%	-4%	-14%	-0.1%	6%	-4%	4%	-0.5%
CCc1ccc2[nH]c(=O)c(CN(Cc3ccco3)C(=S)NCC3CCCO3)cc2c1 (configuration not stated)	0.5	96	i	-1%	-4%	0.0%	-2%	1%	6%	2.3%
O=S(N1CCCCC1)C12CC3CC(CC(C3)C1)C2 (configuration not stated)	3.9	78	0.1%	1%	-11%	0.6%	-2%	2%	-10%	2.6%
Cc1ccc(S(=O)(=O)N2CCOCC2)cc1NC(=O)COC(=O)c1cc(=O)[nH]c2ccccc12	3.0	63	0.2%	-4%	-7%	-0.2%	4%	8%	-3%	-0.7%
CCOc1ccc(-n2c(C)nc(O)c2N=Nc2ccccc2)cc1	2.8	38	-1.0%	11%	10%	0.0%	3%	-14%	16%	-1.9%
COc1ccc(-c2noc(N3CCC(C(=O)Nc4ccc(F)cc4F)CC3)n2)cc1	0.0	87	0.5%	-3%	7%	0.6%	4%	4%	-7%	1.2%
Cc1cc(C)c(OCCCCN(C)Cc2ccccc2)c(C)c1	1.4	70	-0.5%	-3%	-10%	-0.1%	2%	1%	-1%	0.2%
O=S(=O)(Cc1cc(Oc2ccccc2)nc(-c2ccccc2)n1)c1ccccc1	4.4	60	0.1%	-2%	-4%	0.0%	-4%	-1%	-1%	-1.3%
COc1ccc(OC)c(CCNC(=O)c2ccc(CS(=O)Cc3cccc(Cl)c3)o2)c1 (configuration not stated)	1.4	83	0.1%	-1%	-7%	-0.2%	4%	7%	17%	2.6%
Cc1ccc2nc(SCC(=O)Nc3cc([N+](=O)[O-])ccc3F)[nH]c2c1	1.0	41	3.1%	-5%	1%	0.7%	3%	8%	2%	0.3%
COCCCn1c(-c2ccc(OC)cc2)nc2c1c(=O)[nH]c(=O)n2Cc1ccccc1	0.6	37	0.1%	-6%	-3%	0.7%	-1%	44%	-3%	0.6%
CCCCC(=O)Nc1cnc(NC(=O)c2ccco2)cc1C	-0.3	42	-0.8%	3%	4%	-0.1%	2%	12%	3%	2.0%
O=C1N=C(N2CCCC2)S/C1=C\c1ccccc1	0.7	92	-0.5%	-2%	0%	0.1%	1%	0%	-7%	2.4%
CN(C(=O)COC(=O)c1cnc(Cl)c(Cl)c1)C1CCS(=O)(=O)C1 (configuration not stated)	1.9	29	-0.1%	2%	-5%	0.6%	4%	-4%	-5%	-1.5%
CCCCOC(=O)C1C2C=C[C@]3(CN(CCCOC)C(=O)[C@H]13)O2 (some centres not stated)	-0.2	31	0.5%	5%	-7%	-0.3%	0%	10%	-6%	-0.9%
CC(C)(C)C(=O)Nc1scc(-c2ccc(-c3ccccc3)cc2)c1C(=O)O	-0.7	116	-0.1%	24%	-7%	0.2%	-3%	19%	17%	25%
O=[N+]([O-])c1ccc2[nH]c3c(c2c1)CCCC3	2.2	93	0.1%	-11%	7%	0.1%	0%	6%	7%	1.6%
Cc1ccc(NC(=O)C2CC(=O)N(CCc3ccccc3)C2)c(C)c1 (configuration not stated)	-1.1	60	0.2%	-4%	5%	-0.3%	1%	-8%	6%	1.0%
Cc1ccc(NC(=S)N(CCN(C)C)Cc2cccs2)cc1	2.7	51	0.6%	1%	-6%	0.6%	0%	-7%	-1%	-1.9%
CCc1ccc(Nc2ncc3c(n2)CC(c2ccco2)CC3=O)cc1 (configuration not stated)	1.2	67	-1.5%	-6%	2%	-0.1%	-5%	19%	4%	5.2%

Entries listed so far that contain four or more nitrogen atoms (4):
SMILES	NTR1 ag	NTR1 ag cell count 20 µM	UTI89 phage lysis	NS5 inhibitors	GPR35 antagonists	GPR55 beta-arrestin	SIAH1 antagonists	AID2073	GPR55 LPI antagonism	HIV fusion peptide
CCOc1ccc(-n2c(C)nc(O)c2N=Nc2ccccc2)cc1	2.8	38	-1.0%	11%	10%	0.0%	3%	-14%	16%	-1.9%
COc1ccc(-c2noc(N3CCC(C(=O)Nc4ccc(F)cc4F)CC3)n2)cc1	0.0	87	0.5%	-3%	7%	0.6%	4%	4%	-7%	1.2%
Cc1ccc2nc(SCC(=O)Nc3cc([N+](=O)[O-])ccc3F)[nH]c2c1	1.0	41	3.1%	-5%	1%	0.7%	3%	8%	2%	0.3%
COCCCn1c(-c2ccc(OC)cc2)nc2c1c(=O)[nH]c(=O)n2Cc1ccccc1	0.6	37	0.1%	-6%	-3%	0.7%	-1%	44%	-3%	0.6%

New compounds follow:
SMILES	NTR1 ag	NTR1 ag cell count 20 µM	UTI89 phage lysis	NS5 inhibitors	GPR35 antagonists	GPR55 beta-arrestin	SIAH1 antagonists	AID2073	GPR55 LPI antagonism	HIV fusion peptide
Cc1cccc(NC(=O)COc2ccccc2C)n1	-1.5	52	-0.6%	1%	0%	-0.1%	-3%	3%	9%	-1.2%
C/C(CCc1ccc2c(c1)OCO2)=N\NC(=O)c1ccccc1Br	-1.4	87	0.3%	-2%	-6%	0.2%	-2%	6%	-4%	-0.4%
CCOC(=O)CCCCC(=O)c1[nH]c(=O)[nH]c1CSc1nnc2c3cc(Br)ccc3n(C)c2n1	0.0	44	/	/	-5%	-0.1%	-1%	3%	-2%	-2.2%
CCCCn1c(=O)c(CCC(=O)OC(C)C(=O)Nc2cccc(Cl)c2Cl)nc2ccccc21 (configuration not stated)	1.8	57	-1.4%	10%	13%	0.4%	-8%	14%	-5%	-0.2%
COc1cc(C(=O)OCC(=O)NC(C)CCc2ccccc2)cc(OC)c1OC (configuration not stated)	-0.6	53	-0.1%	-3%	-11%	-0.1%	2%	-4%	14%	-0.3%
O=C(Nc1ccc2oc(-c3ccncc3)nc2c1)c1ccccc1	-0.1	48	0.3%	9%	4%	0.4%	0%	32%	1%	1.3%
CC(C)N=Cc1c(O)[nH]c2ccccc12	0.8	89	3.4%	-6%	-7%	0.9%	-3%	3%	-5%	-2.5%
CC(C)CNS(=O)(=O)c1ccc(CCC(=O)N2CCCC2)cc1	-0.6	43	-0.1%	-3%	-7%	-0.2%	2%	0%	-8%	-1.3%
Cc1ccc(/C=C/C(=O)Oc2ccc(C#N)cc2)o1	5.4	43	/	/	-4%	0.4%	-4%	-8%	-5%	-1.0%
CCOc1cc(/C=N\NC(=O)OC)ccc1OC(=O)c1ccco1	0.1	34	-0.3%	-3%	1%	-0.3%	5%	24%	5%	0.2%
COc1ccc(CCNC(C(=O)Nc2cc(C)cc(C)c2)c2ccccc2)cc1 (configuration not stated)	2.5	64	0.5%[50 µM]	1%	5%	1.0%	-7%	3%	14%	-0.2%
CCn1c(SCC(=O)N/N=C/c2cc(OC)c(O)c(OC)c2)nc2ccccc21	1.2	64	2.2%[50 µM]	-9%	-6%	-0.2%	-11%	-5%	-11%	2.1%
Cc1nnc(SCc2cn3ccsc3n2)n(N)c1=O	-1.6	41	4.3%	0%	24%	-0.1%	-4%	7%	-5%	-0.4%
CC(C)CNC(=O)COC(=O)Cc1ccc(Cl)cc1	0.4	49	0.3%	-3%	13%	0.1%	6%	0%	6%	0.2%
CCOC(=O)C(NC(C)=O)C(=O)Nc1ccc(OC)cc1 (configuration not stated)	2.2	79	-0.1%	4%	-7%	-0.1%	9%	1%	19%	0.7%
Cc1ccc(C(=O)N/N=C/c2sc(=O)n(Cc3cccc(C(=O)O)c3)c2Cl)cc1	1.8	38	-0.7%	-8%	5%	-0.1%	7%	0%	15%	9.1%
COc1ccc(NC(=O)C2CCCN(S(=O)(=O)c3c(C)[nH]c(=O)[nH]c3=O)C2)cc1OC (configuration not stated)	-1.9	41	-0.7%	0%	12%	0.3%	-2%	5%	7%	1.2%
COc1cc2c(cc1NC(=O)COC(=O)CNS(=O)(=O)c1ccc(C)cc1)oc1ccccc12	0.1	47	0.0%	-3%	12%	0.2%	-2%	10%	-2%	1.5%
CCN(CC)C(=O)c1sc(NC(=O)c2cccnc2)c(C(=O)OC)c1C	0.6	58	4.7%	1%	-2%	0.3%	2%	16%	6%	1.8%
CCOC(=O)N1CCN(C(=O)c2ccc(NC(=O)c3ccc(C)cc3)cc2)CC1	1.7	47	1.7%[50 µM]	-8%	-8%	-0.4%	10%	10%	5%	2.6%
N#CNC(=Nc1ccccc1F)SCc1ccc(C(=O)O)cc1	0.2	39	1.9%	/	6%	-0.1%	-6%	-1%	-1%	0.1%
CCCCC(OC(=O)c1cc2occc2n1C)C(=O)NCC1CCCO1 (configuration not stated)	4.6	47	3.3%	-7%	9%	0.3%	2%	3%	-4%	-2.8%
CCOC(=O)CSc1nnnn1-c1cc(OC)ccc1OC	1.3	71	-0.2%	-2%	6%	-0.2%	0%	4%	22%	-1.6%
Cc1n[nH]c(=O)nc1NCc1ccco1	2.1	30	-0.2%	2%	12%	-0.1%	22%	10%	2%	2.3%
O=C(NCc1ccc2c(c1)OCO2)c1ccc(Br)o1	-0.8	42	0.2%	-1%	-2%	0.0%	0%	3%	-7%	-2.4%

Results in HIV fusion peptide and GPR35 antagonists, for 3 of the compounds above:
SMILES | HIV fusion peptide | GPR35 antagonists
CC(C)CNS(=O)(=O)c1ccc(CCC(=O)N2CCCC2)cc1 | -1.3% | -7%
Cc1ccc(/C=C/C(=O)Oc2ccc(C#N)cc2)o1 | -1.0% | -4%
CCOc1cc(/C=N\NC(=O)OC)ccc1OC(=O)c1ccco1 | 0.2% | 1%
